RECQ1 inh: blocks DNA unwinding by human RECQ1. P46063. RECQ1 DNA unwinding, red fluorescence kinetic read. hit rate 0.54% among 240,000. Potency, µM (titrated, usually from 57.3 µM), for inactives: top-dose activity, negative = inhibition, usual class: inhibitors;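 also: plate controls were vehicle for no effect and no enzyme for full effect; nearly all actives have a fitted effect of over 30% in size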
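RECQ1T1 50 nM; forked duplex (20 bp + 30-nt ss tails) 200 nM, ATP 2 mM final; pH 8.0, 2 mM MgCl2, 2.5 ug/ml poly(dI-dC); 15 min compound preincubation; discontinuous kinetic read over 2 h at RT.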
GAA glycogen mod: GAA glycogen-cleavage inhibition or activation | P10253 | recombinant GAA, glycogen substrate, Amplex Red glucose oxidase fluorescence | Potency, µM (highest dose often 76.4 µM), for the others: top-dose activity change, negative = inhibition, actives largely listed as inhibitors | hit rate 0.38% among 300,000;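 also: 0% = full enzyme reaction and -100% = no-enzyme basal signal; the screen sought inhibitors and activators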
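qHTS, 1536-well; enzyme 4 nM final; cpd up to 77 uM; substrate bovine liver glycogen 30 ug; 50 mM citrate/phosphate pH 5.0, 0.01% Tween-20; 37 C, 40 min; Amplex Red detection 45 min RT; Hill fit → AC50.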
L3MBTL1 inh: L3MBTL1 (human) inhibition. AlphaScreen L3MBTL1–H3K9me1 peptide binding. Potency, µM (titrated, usually from 57.1 µM), for the others: at the top dose activity, negative = inhibition, usual class: inhibitors. hit rate 0.66% among 230,000. AID 485360; also: nearly all actives have a fitted effect of over 60% in size
Target sequence (Q9Y468 whole entry, looked up): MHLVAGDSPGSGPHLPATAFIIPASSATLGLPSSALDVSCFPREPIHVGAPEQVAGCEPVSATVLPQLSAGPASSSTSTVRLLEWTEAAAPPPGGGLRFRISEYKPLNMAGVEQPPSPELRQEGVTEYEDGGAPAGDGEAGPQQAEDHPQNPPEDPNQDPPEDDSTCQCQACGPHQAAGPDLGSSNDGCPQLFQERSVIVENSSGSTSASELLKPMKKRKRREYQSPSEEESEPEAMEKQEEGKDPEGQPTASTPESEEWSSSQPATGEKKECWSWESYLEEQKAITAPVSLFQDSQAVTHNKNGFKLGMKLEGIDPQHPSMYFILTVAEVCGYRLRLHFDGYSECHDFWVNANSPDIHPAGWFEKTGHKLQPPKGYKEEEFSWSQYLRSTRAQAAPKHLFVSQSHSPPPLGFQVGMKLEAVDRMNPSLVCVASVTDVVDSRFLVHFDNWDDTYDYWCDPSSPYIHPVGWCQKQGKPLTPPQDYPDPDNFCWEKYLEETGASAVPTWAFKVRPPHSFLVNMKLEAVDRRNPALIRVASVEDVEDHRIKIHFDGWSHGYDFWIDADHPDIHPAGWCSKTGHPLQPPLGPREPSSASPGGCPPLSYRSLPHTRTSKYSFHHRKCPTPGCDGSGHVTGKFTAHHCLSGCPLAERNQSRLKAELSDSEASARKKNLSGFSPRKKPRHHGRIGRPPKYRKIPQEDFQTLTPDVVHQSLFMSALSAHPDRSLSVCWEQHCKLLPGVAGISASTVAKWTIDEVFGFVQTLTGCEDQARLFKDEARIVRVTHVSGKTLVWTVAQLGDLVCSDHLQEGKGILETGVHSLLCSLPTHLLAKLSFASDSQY
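L3MBTL1 (50 nM) pre-complexed 30 min with biotinylated H3(1-15)K9me1 peptide (75 nM), then compounds added for 30 min at room temperature; AlphaScreen streptavidin donor/nickel chelate acceptor beads (10 ug/mL final) read after 30 min dark incubation.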
GAA inhib: alpha-glucosidase (human) inhibition; purified human GAA, 4-MU-alpha-glucoside fluorescence; Potency, µM (doses to about 76.9 µM), without a hit: at the highest dose activity change, negative = inhibition, actives largely listed as inhibitors; P10253; hit rate 0.005% among 200,000;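 also: plate controls were uninhibited enzyme wells for no effect and no-enzyme background for full effect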
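Enzyme (4 nM final) mixed with compound (up to 77 uM), then 4-MU-alpha-D-pyranoside (400 uM final) added; 20 min at room temperature, pH 5.0. Reaction stopped at pH 10, fluorescence read, AC50 derived by Hill fit.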
GAA spleen mod: lysosomal alpha-glucosidase (human) modulation; P10253; human spleen homogenate, 4-MU-alpha-glucoside fluorescence; Potency, µM (series often up to 79.9 µM), inactives show at the top dose activity change, negative = inhibition, hits mostly inhibitors; hit rate 0.006% among 240,000; AID 2112;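 also: 0% = enzyme with vehicle and -100% = no enzyme basal signal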
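Human spleen homogenate (1 ug) with 4-methylumbelliferyl-alpha-D-glucopyranoside (1 mM final) in 50 mM citrate/phosphate pH 5.0, 0.01% Tween-20; 40 min at 37 C. Stopped at pH 10; 4-MU fluorescence Ex 365/Em 440 nm; AC50 by Hill fit.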
TR SRC2 fluor cs: counter-screen for TRb-SRC2 inhibitors: fluorescence interference. AID 1479. TRb/SRC2 Texas Red total fluorescence interference. hit rate 0.29% among 280,000. Potency, µM (series often up to 106 µM), for inactives: top-dose fluorescence change, negative = quenching; active = well fitted curve in either direction with a large enough effect; inconclusive = small, poorly fitted or top-dose-only effect
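Human TRβ ligand-binding domain (0.6 uM) and Texas Red SRC2 peptide (20 nM) in Tris buffer with 1 uM T3 and 5% DMSO were incubated with pinned compound for 5 hr at ambient temperature. Total fluorescence was computed as S + 2P (555/632 nm).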
GoLoco inh red: blocks human Gai1 binding to RGS12 GoLoco peptide, red readout; hit rate 0.44% among 230,000; Gai1:RGS12 GoLoco peptide FP, rhodamine, 10 min; Potency, µM (doses to about 61.6 µM), for the others: at the top dose activity, negative = inhibition, most hits filed as inhibitors; active = well fitted inhibition curve with a large enough effect, not every such curve was filed as active; inactive = no such curve, though single readings can be large or run the other way; also: nearly all actives have a fitted effect of over 30% in size; many of its hits are not listed in these tables
TRb SRC2 PPI: inhibitors of human thyroid hormone receptor beta-SRC2 interaction; Potency, µM (top dose mostly 106 µM), for inactives: top-dose activity change, negative = inhibition, actives largely listed as inhibitors; TRbeta-SRC2 peptide binding, fluorescence polarization; receptor liganded with 1 µM T3; hit rate 0.065% among 280,000; AID 1469;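 also: plate controls were bound peptide for no effect and peptide without receptor for full effect; nearly all actives have a fitted effect of over 50% in size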
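Human TRb ligand-binding domain (0.6 uM) is mixed with 20 nM Texas Red SRC2 peptide and 1 uM T3; after compound addition and 5 hr at ambient temperature, polarization is measured and normalized to unbound and bound controls.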
Active calls of the source: *; i = inactive; ? = inconclusive; . = not tested or not shown; [ ] = remark or other dose. Unless noted, calls follow the shape of the dose curve; as a rule, active = well fitted curve in the direction sought with a large enough effect; inconclusive = small, poorly fitted or top-dose-only effect, or another doubt; inactive = no such curve, though single readings can be large; an effect the other way counts as inactive or inconclusive. Unless noted, % is scaled to controls: 0 for no effect and ±100 for the full control effect; potency is read from the fitted curve at half-maximal effect.

SMILES	RECQ1 inh	GAA glycogen mod	L3MBTL1 inh	GAA inhib	GAA spleen mod	TR SRC2 fluor cs	GoLoco inh red	TRb SRC2 PPI
CCCCCCCCNC(=O)c1ccc(C)cc1	i	10%	34%[activator]	4%	7%	-1%	-14%	12%
O=C(Oc1cccc(NC(=O)c2ccccc2Cl)c1)c1ccc([N+](=O)[O-])cc1	-9%	-7%	-17%	9%	-26%	0%	7%	-8%
N=c1c(C(=O)NC2CCCC2)cc2c(=O)n3ccccc3nc2n1CCN1CCOCC1	0%	7%	3%	?	-1%	-2%	4%	-12%
O=c1c2cnn(-c3ccccc3)c2nc(-c2cccs2)n1-c1ccc(Br)cc1	4%	-3%	-3%	-9%[15.4 µM]	-5%	0%	42%[activator]	-22%
Fc1ccccc1SCc1nnc(-c2ccccc2Br)o1	-19%	8%	57%[activator]	-18%	1%	-1%	1%	-7%
CC(=O)NC(C)CCc1ccccc1 (stereo unspecified)	i	8%	4%	.	-1%	-1%	3%	1%
COc1ccc(CNC(=O)COC(=O)CCOc2ccccc2)cc1	-3%	0%	6%	4%	6%	-2%	1%	-2%
CC(C)NC(=S)N/N=C1\CCCCc2ccccc21	i	?	-2%	2%	-6%	2%	-2%	3%
Cc1csc2c(=O)[nH]cnc12	-2%	5%	.	0%	1%	-3%	-1%	1%
CSc1nc2ccc(S(N)(=O)=O)cc2s1	-6%	-4%	2%	-7%	5%	-1%	-4%	-1%

Full records from above:
Record of `Cc1csc2c(=O)[nH]cnc12` : RECQ1 inh: -2%; GAA glycogen mod: 5%; L3MBTL1 inh: .; GAA inhib: 0%; GAA spleen mod: 1%; TR SRC2 fluor cs: -3%; GoLoco inh red: -1%; TRb SRC2 PPI: 1%
Record of `Fc1ccccc1SCc1nnc(-c2ccccc2Br)o1` : RECQ1 inh: -19%; GAA glycogen mod: 8%; L3MBTL1 inh: 57%[activator]; GAA inhib: -18%; GAA spleen mod: 1%; TR SRC2 fluor cs: -1%; GoLoco inh red: 1%; TRb SRC2 PPI: -7%

Next section:
SMILES	RECQ1 inh	GAA glycogen mod	L3MBTL1 inh	GAA inhib	GAA spleen mod	TR SRC2 fluor cs	GoLoco inh red	TRb SRC2 PPI
O=C(CCNS(=O)(=O)c1ccc(Cl)cc1)NCc1ccccn1	-13%	5%	-18%	1%	-1%	-3%	-67%	-15%
Cc1ccc(NC(=O)CSc2nnc(-c3ccccn3)n2C)cc1	-3%	2%	-2%	4%	-2%	0%	7%	-10%
O=C(NCC(c1cccnc1)N1CCN(c2ccc(F)cc2)CC1)c1ccccc1 (stereo unspecified)	i	4%	0%	?	-24%	3%	0%	-1%
C/C=C/C(=O)Nc1cccc(C2=NOC3(C2)C[C@@H](C(N)=O)N(C(=O)/C(C)=C/C)C3)c1 (stereo partly specified)	i	11%	.	.	-2%	-2%	-2%	9%
CCOc1ccc(-n2c(SCc3nc(-c4cccs4)no3)nnc2-c2ccncc2)cc1	0%	-6%	-5%	-4%	-16%	0%	4%	-15%
O=C(C1=C(O)C(=O)N(c2ncccn2)C1c1ccc(Cl)c(Cl)c1)c1ccco1 (stereo unspecified)	-6%	0%	-9%	?	-2%	-1%	172%[activator]	-4%
Cc1ccc(CN2CC(C(=O)Nc3cc(S(C)(=O)=O)ccc3Cl)CC2=O)cc1 (stereo unspecified)	2%	-14%	-18%	3%	12%	3%	33%[activator]	-20%
CC12CCC(C(=O)N3CCN(c4ccccc4)CC3)(CC1=O)C2(C)C (stereo unspecified)	-8%	-19%	.	-12%	-1%	-1%	-5%	-5%
Cc1oc2c(CN3CCCC3)c(O)ccc2c(=O)c1-c1ccccc1	-7%	1%	0%	?	22%	0%	8%	-6%
Cc1oc2c(c1C(=O)c1ccc(Cl)cc1)C(=O)C(=O)c1ccccc1-2	?	-2%	-4%	-3%	-8%	-2%	5%	?
CCOC(=O)c1cccc(NC(=O)CCOc2ccccc2)c1	-11%	-11%	10%	-6%	-12%	-6%	-3%	-7%
CC1CCN(C(=O)COc2ccc(Nc3ccccc3)cc2)CC1	-7%	-28%	?	7%	-1%	-3%	5%	1%
COc1ccccc1CNC(=O)COc1ccccc1OC	0%	2%	2%	-4%	0%	1%	0%	0%
Oc1ccc(N=Nc2cccc(Cl)c2)cc1C=Nc1ccc(N2CCOCC2)cc1	-21%	2%	-2%	3%	4%	-8%	71%[activator]	-10%
CCOC(=O)N1CCN(C(=O)c2ccc3c(=O)n(CCOC)c(=O)[nH]c3c2)CC1	5%	-1%	-3%	-6%	-18%	0%	7%	-17%
Cc1nnc(SCc2ccc(Cl)c(Cl)c2)s1	-1%	7%	36%[activator]	1%	-3%	-6%	5%	-2%
COc1nc2ccccc2cc1-c1noc(-c2cccnc2)n1	i	-4%	-1%	0%	0%	0%	5%	-16%
CC(C)(C)c1nnc(N/N=C/c2ccc(O)cc2)n(N)c1=O	-6%	?	3%	-8%	-4%	-6%	6%	-1%
COc1ccc(NS(=O)(=O)c2cn(C)cn2)cc1	-8%	-3%	6%	.	0%	-1%	6%	-2%
CC(C)(C)c1cc(C(=O)NCC(=O)OCC(=O)c2cccc([N+](=O)[O-])c2)cc(C(C)(C)C)c1	-5%	-17%	-4%	-14%	-12%	-1%	8%	-1%

Entries from the list above with a carbonyl joined to an NH by a bond outside any ring, in the order listed:
SMILES	RECQ1 inh	GAA glycogen mod	L3MBTL1 inh	GAA inhib	GAA spleen mod	TR SRC2 fluor cs	GoLoco inh red	TRb SRC2 PPI
CCCCCCCCNC(=O)c1ccc(C)cc1	i	10%	34%[activator]	4%	7%	-1%	-14%	12%
O=C(Oc1cccc(NC(=O)c2ccccc2Cl)c1)c1ccc([N+](=O)[O-])cc1	-9%	-7%	-17%	9%	-26%	0%	7%	-8%
N=c1c(C(=O)NC2CCCC2)cc2c(=O)n3ccccc3nc2n1CCN1CCOCC1	0%	7%	3%	?	-1%	-2%	4%	-12%
CC(=O)NC(C)CCc1ccccc1 (stereo unspecified)	i	8%	4%	.	-1%	-1%	3%	1%
COc1ccc(CNC(=O)COC(=O)CCOc2ccccc2)cc1	-3%	0%	6%	4%	6%	-2%	1%	-2%
O=C(CCNS(=O)(=O)c1ccc(Cl)cc1)NCc1ccccn1	-13%	5%	-18%	1%	-1%	-3%	-67%	-15%
Cc1ccc(NC(=O)CSc2nnc(-c3ccccn3)n2C)cc1	-3%	2%	-2%	4%	-2%	0%	7%	-10%
O=C(NCC(c1cccnc1)N1CCN(c2ccc(F)cc2)CC1)c1ccccc1 (stereo unspecified)	i	4%	0%	?	-24%	3%	0%	-1%
C/C=C/C(=O)Nc1cccc(C2=NOC3(C2)C[C@@H](C(N)=O)N(C(=O)/C(C)=C/C)C3)c1 (stereo partly specified)	i	11%	.	.	-2%	-2%	-2%	9%
Cc1ccc(CN2CC(C(=O)Nc3cc(S(C)(=O)=O)ccc3Cl)CC2=O)cc1 (stereo unspecified)	2%	-14%	-18%	3%	12%	3%	33%[activator]	-20%
CCOC(=O)c1cccc(NC(=O)CCOc2ccccc2)c1	-11%	-11%	10%	-6%	-12%	-6%	-3%	-7%
COc1ccccc1CNC(=O)COc1ccccc1OC	0%	2%	2%	-4%	0%	1%	0%	0%
CC(C)(C)c1cc(C(=O)NCC(=O)OCC(=O)c2cccc([N+](=O)[O-])c2)cc(C(C)(C)C)c1	-5%	-17%	-4%	-14%	-12%	-1%	8%	-1%

High-throughput results from PubChem BioAssay.

A portion of the library; count on the stated rates, not on these rows.
